# Screening results as filed in PubChem BioAssay.
# dFosB act = mouse delta FosB homodimer activation | P13346 | purified delta FosB, TAMRA-CDK5 oligo fluorescence polarization; percent of positive-control signal above neutral wells | activation, % at 25 µM | 340,000 tested, 0.99% active | AID 493131;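 active = mean activation above about 17%, with every replicate also reaching it, limit read from the data, passing the limit was not always enough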;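 note: fluorescence polarization rise as delta FosB binds a TAMRA Cdk5 AP-1 oligo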
# SR-BI HDL uptake = blocks mouse SR-BI lipid uptake from DiI-HDL; Q61009; ldlA[mSR-BI] CHO cells, DiI-HDL uptake fluorescence, 3 h; inhibition, % at 12.5 µM; 320,000 tested, 0.96% active; AID 488896;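 active = mean replicate inhibition of at least 70% and a set share of replicates each scoring 70 or more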;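 note: 0% = median of neutral control wells and 100% = median of positive control wells; values of inactives mirror those of a sister screen read the other way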
# HTR5A ag ctr = counter-screen for OPRM1-OPRD1 agonists: human HTR5A agonism; P47898; HTR5A agonist assay, luminescence, cell-based; activation, % at 9.3 µM; 340,000 tested, 0.61% active; AID 504692; in the data active = activation mostly above about 9.5%, no sharp cut-off; inactive = mostly below about 7.6%;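 note: 0% = cells with vehicle only and 100% = reference agonist; strong numbers were not always called active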
# Target sequence (P47898 whole entry, looked up): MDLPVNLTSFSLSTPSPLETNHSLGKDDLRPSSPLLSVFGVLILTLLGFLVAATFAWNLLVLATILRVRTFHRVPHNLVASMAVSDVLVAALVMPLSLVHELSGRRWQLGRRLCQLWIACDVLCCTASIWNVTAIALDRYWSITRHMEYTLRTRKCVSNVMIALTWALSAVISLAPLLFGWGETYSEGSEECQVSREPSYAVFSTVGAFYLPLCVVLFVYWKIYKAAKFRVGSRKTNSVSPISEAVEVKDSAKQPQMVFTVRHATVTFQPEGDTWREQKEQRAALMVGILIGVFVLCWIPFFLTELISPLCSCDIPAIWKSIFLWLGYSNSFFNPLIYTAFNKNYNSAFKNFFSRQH
# NSD2 inh = blocks human histone methyltransferase NSD2; O96028; NSD2 peptide methylation, AlphaScreen, 120 min; inhibition, % at 12.5 µM; 310,000 tested, 0.54% active; AID 743445; in the data active = inhibition above about 50%
# MITF act = activators of MITF-driven TRPM1 promoter activity in SK-MEL-5 cells; SK-MEL-5 TRPM1-promoter luciferase, 24 h; % of positive control, neutral wells = 0; activation, % at 12.5 µM; 300,000 tested, 0.75% active; AID 588334;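 active = mean activation of at least 80% with every replicate also reaching 80%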;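 note: 0% = neutral control wells and 100% = parthenolide positive control wells; values of inactives mirror those of a sister screen read the other way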
# HTR5A inv ag = HTR5A inverse agonism, opioid heterodimer counter-screen | P47898 | AID 504634 | HTR5A cell line, luminescence | 340,000 tested, 0.083% active | inhibition, % at 9.3 µM; in the data active = inhibition mostly above about 23%, no sharp cut-off; inactive = mostly below about 18%;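 note: 0% = cells with DMSO and 100% = no-cell wells with DMSO; some compounds called inactive have numbers as strong as hits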
# V-ATPase pH = regulators of yeast V-ATPase proton transport. S. cerevisiae, pHLuorin cytosolic pH fluorescence. response, % at 10 µM. 350,000 tested, 0.37% active. AID 504577; in the data active = response mostly above about 7.3%, no sharp cut-off; inactive = mostly below about 5.4%; note: actives read high; inactives centre near 0; some compounds called inactive have numbers as strong as hits; reference of the scale not given here
# PvdQ inh = P. aeruginosa PvdQ acylase inhibition; purified PvdQ acylase, fluorescence plate reader; inhibition, % at 10 µM; 340,000 tested, 0.063% active; in the data active = inhibition above about 30%, passing the limit was not always enough;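 note: 0% = vehicle neutral wells and 100% = reference inhibitor wells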
# Wnt act = activates Wnt/beta-catenin signaling in a reporter cell assay | 300,000 tested, 1.2% active | activation, % at 9.35 µM | activator, plate reader | AID 743398; in the data active = activation above about 30%, passing the limit was not always enough;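 note: 0% = neutral control wells and 100% = positive control wells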
# CDK5 inh = blocks human CDK5/p35 kinase activity; Q00535+Q15078; Recombinant CDK5/p35, ADP-Glo luminescence, 60 min; inhibition, % at 10 µM; 330,000 tested, 0.01% active;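 active = highest replicate inhibition of at least 50% and at least 75% of replicates reaching 50%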;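 note: plate controls were DMSO neutral control for no effect and GW8510 at 10 µM for full effect; many of its hits are not listed in these tables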
# Target sequence (Q00535 whole entry, looked up): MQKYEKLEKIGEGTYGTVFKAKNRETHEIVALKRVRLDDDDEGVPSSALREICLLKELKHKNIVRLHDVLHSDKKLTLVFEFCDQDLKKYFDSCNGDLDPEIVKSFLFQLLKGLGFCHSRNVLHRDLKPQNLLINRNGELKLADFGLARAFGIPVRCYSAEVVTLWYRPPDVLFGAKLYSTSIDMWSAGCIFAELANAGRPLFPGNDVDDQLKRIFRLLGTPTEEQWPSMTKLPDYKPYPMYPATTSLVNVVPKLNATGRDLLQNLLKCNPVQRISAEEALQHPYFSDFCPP
# Target sequence (Q15078 whole entry, looked up): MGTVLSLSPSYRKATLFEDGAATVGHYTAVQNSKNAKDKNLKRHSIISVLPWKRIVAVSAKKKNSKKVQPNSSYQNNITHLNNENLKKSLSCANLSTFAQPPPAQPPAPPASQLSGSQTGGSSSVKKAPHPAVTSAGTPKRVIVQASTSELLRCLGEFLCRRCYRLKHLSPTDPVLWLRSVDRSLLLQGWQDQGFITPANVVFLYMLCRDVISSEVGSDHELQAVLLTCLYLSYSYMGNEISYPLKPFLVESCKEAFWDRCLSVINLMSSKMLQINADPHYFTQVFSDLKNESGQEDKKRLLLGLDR
# An asterisk follows results filed as active; / = not tested or not shown; & = joins results of further samples.
SMILES,dFosB act,SR-BI HDL uptake,HTR5A ag ctr,NSD2 inh,MITF act,HTR5A inv ag,V-ATPase pH,PvdQ inh,Wnt act,CDK5 inh
Cc1cc(C)cc(OCC(O)CN2CCN(Cc3ccc4c(c3)OCO4)CC2)c1 (centres undefined),-13,12,0,1,-5,0,-1,-13,-2,-2.3
[N-]=[N+]=CC(=O)CCCN1C(=O)c2ccccc2C1=O,-6,-8,2,-4,/,2,0,-9,-2,0.1
COc1ccc2nc(N3C(=O)CNC3=S)sc2c1,-1,4,0,39,/,-33,0,-7,54*,-0.3
COc1cc(/C=C2/C(=O)NN(c3cccc(Cl)c3)C2=O)cc(OC)c1O,2,24,4,13,/,-15,2,-3,0,-7.6
CCn1c(SCC(=O)NCC(=O)Nc2ccc(F)cc2)nnc1-c1cccs1,-5,-26,-1,-2,-11,-9,8.6*,6,-3,3.7
CC(C)Oc1ccc(C2CCC(=O)NC2=O)cc1 (centres undefined),-9,-2,2,-2,2,2,3,-13,/,2.1
O=C(CCN1C(=O)C2C3C=CC(C4CC34)C2C1=O)Oc1cccc2cccnc12 (centres undefined),-7,-7,5,/,21,-11,-3,3,/,-0.3
Cc1cc(C)c(NS(=O)(=O)c2ccc(NC(=O)CCC(=O)O)cc2)c(C)c1,-3,-11,0,27,-6,1,-2,-1,-14,4.5
CCN1C(=O)CC(N2CCN(c3ccc(C(=O)c4ccccc4)cc3)CC2)C1=O (centres undefined),-8,/,9,-1,48,-22,-2,-7,-1,1.1
Cc1cc(C(=O)COC(=O)CNS(=O)(=O)c2ccc3ccccc3c2)c(C)n1-c1ccccc1,-4,-30,-3,6,0,11,-1,-20,-2,2.2
CC(=O)Nc1cccc(N2CCCC2=O)c1,-2,2,-2,1,-9,5,1,-3,-1,0.7
CC1CCN(CC(O)COC2CC(C)CCC2C(C)C)CC1 (centres undefined),-5,-11,7,-2,-13,-56,3,-15,-1,1.0
O=C(COc1ccc(S(=O)(=O)N2CCOCC2)cc1)NCCc1ccccc1,-5,15,-4,3,-5,12,1,-16,0,1.8
O=C(c1cccc([N+](=O)[O-])c1)N1CCN(c2ncccn2)CC1,2,-12,5,-3,4,-19,-1,8,4,1.2
Cc1ccc(N(C(=O)c2csnn2)C(C(=O)NCc2ccccc2)c2ccccn2)cc1 (centres undefined),-7,7,1,-3,-30,-5,2,5,-4,1.2
CCOc1ccc(NC(=O)CCc2nnc3ccc(N4CCC(C)CC4)nn23)cc1,-15,4,3,-1,9,-14,5,-7,-2,/
Nc1c(Cl)cc(-c2csc(N3CCCC3c3nc4cc(Cl)c(N5CCCCC5)cc4n3CCCO)n2)cc1Cl (centres undefined),-5,-4,6,/,-15,-4,-4,-12,-9,-0.1
CCOC(=O)Cn1cc(/C=N/N2C(=O)C3C4C=CC(C4)C3C2=O)c2ccccc21 (centres undefined),-4,-1,-3,0,-2,7,1,7,0,0.2
CCc1ccc(CNC(=O)C2CCC(=O)N2C2CCCCC2)cc1 (centres undefined),-1,-17,0,-1,-14,-15,-4,0,/,0.6
Cc1ccccc1N1CCN(S(=O)(=O)c2nnc(NC(=O)c3ccco3)s2)CC1,-4,-23,-3,7,-9,-4,-4,-3,2,-0.9

# Some entries already given, reduced to MITF act, Wnt act and CDK5 inh:
compound,MITF act,Wnt act,CDK5 inh
CC(=O)Nc1cccc(N2CCCC2=O)c1,-9,-1,0.7
CCc1ccc(CNC(=O)C2CCC(=O)N2C2CCCCC2)cc1 (centres undefined),-14,/,0.6
CCOc1ccc(NC(=O)CCc2nnc3ccc(N4CCC(C)CC4)nn23)cc1,9,-2,/
O=C(c1cccc([N+](=O)[O-])c1)N1CCN(c2ncccn2)CC1,4,4,1.2

# Next section:
SMILES,dFosB act,SR-BI HDL uptake,HTR5A ag ctr,NSD2 inh,MITF act,HTR5A inv ag,V-ATPase pH,PvdQ inh,Wnt act,CDK5 inh
Cc1cccc(C)c1NC(=O)CCCCCC1NC(=O)NC1C (centres undefined),0,-2,1,24,8,-4,-2,11,0,0.2
O=C(CSc1nc(-c2ccccc2)cs1)NCCN1C(=O)CSC1=O,-3,40,1,0,15,13,2,-9,-2,0.3
O=C(O)/C=C/C(=O)Nc1ccc(C(=O)c2ccccc2)cc1,6,-13,-1,0,7,-12,0,-4,-1,0.1
Cc1cc(=O)[nH]c(SCc2ccccc2)n1,-10,-9,2,4,/,-8,5,4,0,1.2
COc1ccc([C@H]2CC(=O)C=C(c3ccc(C(=O)O)cc3)C2)cc1OC,5,-22,3,/,7,-12,0,-6,1,-1.0
CN(C)C(=O)c1nc2ccc(Cl)cn2c1CNCc1cccc(OC(F)(F)F)c1,-14,/,-5,0,7,25,-2,-7,5,-2.5
COc1cc(Cl)c(C)cc1NC(=O)CSC1=NCCS1,-8,61,2,-3,7,14,5,-11,-2,-0.4
COCCCNc1nc2c(c(=O)n(C)c(=O)n2C)n1Cc1cccc(OC)c1,-3,-19,-5,-1,-12,-1,0,-6,3,0.6
O=C(O/N=C1\CCS(=O)(=O)c2sccc21)c1ccc(F)cc1,-1,-6,0,0,-14,0,-2,5,-1,1.4
Cc1cc(C(=O)Nc2ccccn2)cs1,-1,-8,-1,0,64,-18,-1,9,/,0.2
Cc1cccc(NC(=O)CCc2ccc(C)o2)c1,-16,/,-2,2,43,6,1,-3,0,-2.2
O=C(N/N=C/c1ccccc1O)C1CC(=O)N(c2ccc(F)cc2)C1 (centres undefined),2,-5,7,1,-18,-20,1,7,-6,0.4
CCOC(=O)c1[nH]cnc1C(=O)Nc1cccc(Cl)c1,2,5,-3,-2,9,8,2,-13,0,0.0
CNC(=O)COC(=O)/C=C/c1ccco1,-11,-7,2,4,-6,-5,-2,10,-1,-0.3
CCOC(=O)c1nn(-c2ccccc2)c(=O)cc1OCC(=O)Nc1cc(C)ccc1C,-14,20,-9,0,3,22,-1,-14,-2,-1.7
O=C(NCc1ccco1)C1CCN(S(=O)(=O)c2cccc([N+](=O)[O-])c2)CC1,-4,/,6,-1,/,-16,1,-11,1,-3.6
COc1ccc(-c2cc(C(=O)OCC(=O)N(C)C3CCS(=O)(=O)C3)c3ccccc3n2)cc1OC (centres undefined),-12,60,5,-4,26,-11,-2,7,-1,1.5
COc1ccccc1CNC(=O)c1ccc(Cl)c(S(=O)(=O)N2CCCC2)c1,-6,18,-5,-6,-11,12,-2,-13,-2,-7.2
CCO[C@H]1OC(C(=O)N2CCN(Cc3ccccc3)CC2)=C[C@@H](C)[C@@H]1CCCO,-1,-11,8,/,3,0,-2,-11,0,-1.0
Cc1cc(C(=O)N/N=C2/CC(C)CC(C)(C)C2)c(C)o1 (centres undefined),-3,-18,-1,-3,-13,4,6,-9,/,-3.6
CC1(C)CC2(C)OCCN2C(=S)N1 (centres undefined),5,-18,-4,-3&-2,-3,-11,-4&-2,-4,-2&-3,0.1
COc1ccc(OC)c(-n2c(SCC(=O)Nc3cc(C)on3)nnc2-c2c[nH]c3ccccc23)c1,4,7,3,/,/,-2,2,5,-2,4.3
O=C(Cc1ccccc1Cl)Nc1cc(S(=O)(=O)N2CCOCC2)ccc1N1CCOCC1,4,-11,4,0,7,-9,0,-1,-14,0.5
N#C/C(=C/c1ccc(-c2ccc(C(=O)O)c(Cl)c2)o1)C(=O)NCC1CCCO1 (centres undefined),-5,7,2,6,2,-4,-5,3,-2,-1.8
CCCOc1ccc(C(F)(F)F)cc1NC(=O)CN1C(=O)C(=O)N(CC)C1=O,-4,-2,2,-3,5,2,-3,-6,-1,-1.5
CCc1cccc(CC)c1NC(=O)CO/N=C(\N)CC(=O)NC1CCCCC1,-5,/,3,-1,0,3,0,1,1,-2.8
O=C(Cn1cc(C(F)(F)F)ccc1=O)NCCc1ccc(Cl)cc1Cl,0,-25,7,9,7,-4,2,-13,/,-1.0
Fc1ccccc1NC(=S)Nc1ccc(CN2CCOCC2)cc1,-4,/,4,-5,-3,-10,0,-17,-2,-0.5
COc1ccc(OC)c(-n2c(-c3ccn[nH]3)n[nH]c2=S)c1,3,-2,6,-2,-2,-16,-3,-4,1,1.7
COc1cccc(CN2CCN(c3cccc(C(F)(F)F)c3)CC2)c1OC,1,8,2,-8,-1,-4,-4,-3,/,-2.1
Cc1noc2ncnc(N3CCCC3)c12,1,5,-3,4,2,-3,-2,-8,-1,-2.8
CC(=O)N1CCc2cc(S(=O)(=O)CCC(=O)N(C)c3cc(C)ccc3C)ccc21,-10,18,2,-1,3,5,0,-4,-1,-0.1
O=C(COC(=O)CCc1ccccc1)NCc1ccccc1,0,0,-1,-1,5,2,-1,-20,-3,-0.3
COc1cccc(CNC(=O)c2ccccc2NC(=O)C2=C(C)OCCS2)c1OC,-12,14,2,14,-4,20,6,6,0,2.2
COc1cc(/C=C2/C(=O)ON=C2C)ccc1OCc1cccc(F)c1,-2,5,6,-1,11,-3,1,-5,13,2.2
Cc1ccc(OCC(=O)NCCCNC(=O)c2cccnc2)cc1,-3,-2,7,-2,8,-16,-5,9,3,-0.6
CC1CCC2(CC1)NC(=O)N(CC(=O)c1cccn1C)C2=O (centres undefined),7,-13,-3,-52,2,15,-2,10,/,0.2
O=S(=O)(c1ccc(F)cc1F)N1CCN(CCO)CC1,-6,1,-2,-2,1,9,0,-16,-1,-0.5
O=C(CSc1nnc(-c2ccc(Br)cc2)n1CCc1ccccc1)NC1CCS(=O)(=O)C1 (centres undefined),-7,-8,0,1,-1,-5,-1,1,-5,-0.8
CC(C)CC(=O)N1CCN(Cc2ccc(Br)cc2)CC1,-2,-35,0,-2,1,2,2,-9,-1,0.4
COc1ccc(/C=C/C(=O)N2CCN(c3ccccn3)CC2)cc1,0,-22,-1,-2,9,0,3,1,-1,-0.5
O=c1/c(=C/c2ccc([N+](=O)[O-])cc2)sc2n1CCCN=2,-5,20,-3,-4,54,7,4,-13,/,0.3
O=C(CCc1ccccc1)Nc1cc(NC(=O)CCc2ccccc2)cc(C(=O)O)c1,-2,-32,1,-1,-11,-15,-3,8,0,0.3
CCOC(=O)CN1C(=O)S/C(=C/c2ccc(OC)c([N+](=O)[O-])c2)C1=O,-3,-21,-3,1,60,8,-3,-3,-2,-0.5
Cc1ccc(C)c(OCCC(=O)OC(C)C(=O)Nc2c(C)n(C)n(-c3ccccc3)c2=O)c1 (centres undefined),0,-3,1,0,-13,-4,2,-10,-2,-0.1
O=C(NC(=S)Nc1ccccc1N1CCOCC1)c1ccccc1F,0,25,0,-1,62,22,2,0,4,1.6
COc1cc(C(=O)Sc2ccc(C)cc2)cc(OC)c1OC,-14,22,-4,0,-13,8,2,-15,/,-0.7
CCOC(=O)N1CCC(NC(=O)C2CCCN(C(=O)N3CCOc4ccccc43)C2)CC1 (centres undefined),-2,/,0,-2,0,-10,-69,0,/,0.2
CCCC(=O)N1CCN(c2nc3c(OC)ccc(Cl)c3s2)CC1,-9,18,4,20,3,-2,16,-6,-1,-0.3
Cc1ccc(NC(=O)NNC(=O)c2cc3ccccc3cc2O)cc1,93*,37,0,0,1,0,-3,-12,-2,-6.9
CC1=CC(C)(C)N2C(=O)C3(C(C#N)=C(N)Oc4cc(O)ccc43)c3c(C)c(C)cc1c32 (centres undefined),-23,-42,1,-1,-13,-6,1,-15,-2,-1.8
CC(C)NC(=S)N1CCN(S(C)(=O)=O)CC1,-1,-26,-1,-3,19,14,-1,9,-2,-2.2
